Source: PubChem BioAssay (National Center for Advancing Translational Sciences (NCATS))
hERG WT inh = KCNH2 (human, wildtype) channel inhibition; activity change, % at 1.84 µM; U2OS, BacMam KCNH2, thallium flux FluxOr; stronger effect = lower value; hit rate 0.37% among 340,000;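 active = maximum activity change below -70%; inconclusive = maximum activity change between -70% and -50%; inactive = maximum activity change above -50%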; also: % is scaled to controls: 0 for no effect and ±100 for the full control effect
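U2OS cells transduced with wild-type KCNH2 virus are loaded with FluxOr dye for 45 min, and thallium flux is measured in kinetic reads before and after stimulation buffer. Rate constants are normalized to DMSO controls.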
TCR activator = activators of T cell receptors | primary human leukocytes, anti-CD3, IL-2 HTRF, 48 h | Potency, µM (top dose mostly 9.22 µM), for inactives: top-dose activation of IL-2 secretion, hits mostly activators | 330,000 tested, under 10 active; also: % of control where 0% means no effect
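1) Mix primary human leukocytes, a-CD3 beads and compound. 2) Incubate 48 hr. 3) Add HTRF IL-2 reagents (a-IL-2-K, a-IL-2-d2).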
USP2a inh = inhibitors of human ubiquitin-specific protease USP2a; USP2 core, Ub-CHOP2 coupled fluorogenic reporter, 485/531; Potency, µM (titrated, usually from 38.3 µM), for the others: top-dose activity change, negative = inhibition, actives largely listed as inhibitors; hit rate 0.01% among 330,000; AID 463254;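 also: potency is read from the fitted curve at half-maximal effect; plate controls were DMSO wells for no effect and full inhibition by NEM control for full effect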
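Cell-free coupled assay: 10nM USP2 core preincubated 30min RT with compound in Tris-HCl pH 8.0/CaCl2/CHAPS buffer, then 25nM Ub-CHOP2 and 25nM reporter substrate; fluorescence (Ex 485/Em 531) read after 60min RT, normalized to NEM inhibition, concentration-response curves fitted.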
Mito fusion yeast = blocks mitochondrial division or promotes mitochondrial fusion; S. cerevisiae fusion-defective mutant growth rescue, CellTiterGlo 48 h; Potency, µM (series often up to 46.1 µM), without a hit: at the top dose growth rescue (activation), actives largely listed as activators; hit rate 0.23% among 320,000;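 also: potency is read from the fitted curve at half-maximal effect; % of control where 0% means no effect; nearly all actives have a fitted effect of over 45% in size; temperature-sensitive fusion mutants such as fzo1-1 at 37 °C on non-fermentable ethanol glycerol medium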
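Luminescent cell viability in 1536-well qHTS format served as the measure of rescued growth in ts fusion-mutant S. cerevisiae cultured on non-fermentable YPEG for 48 hours at 37C.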
TRPV1 agonist = human TRPV1 agonism; TRPV1-expressing cells, Fluo-8 calcium influx, agonist mode; Q8NER1; hit rate 0.19% among 320,000; AID 540275; activation, % at 8.33 µM; in the data active = activation above about 80%; inconclusive = between about 30% and that limit; also: 0% is about no effect
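Cells expressing TRPV1 were dye-loaded with Fluo-8 and read kinetically: 10 s baseline, 3 min after compound (agonist portion), then 2 min after EC20 capsaicin (allosteric enhancer portion). Calcium-bound dye fluorescence at 480/520 nm.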
KCNH2 3.1 block = blocks the human KCNH2 3.1 channel isoform | U2OS KCNH2 3.1, thallium flux FluxOr; stronger effect = lower value | activity change, % (tested at about 1.8 µM) | hit rate 0.95% among 340,000;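 active = maximum activity change below -70%; inconclusive = maximum activity change from -70% to -50%; inactive = maximum activity change above -50%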;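 also: thallium influx rate constant from kinetic fluorescence after stimulation buffer; % is scaled to controls: 0 for no effect and ±100 for the full control effect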
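Thallium flux via FluxOr fluorescence (Red40 quencher, 45 min loading) in U2OS cells virally expressing the KCNH2 3.1 isoform (1.77 x 10^8 /mL virus, overnight at 37 C). Rate constants from 2-min kinetic reads post-stimulation, normalised to positive and negative controls.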
AT treatment = candidate therapy for ataxia-telangiectasia; […] A-T fibroblasts, KAP-1 phosphorylation AlphaLISA; neocarzinostatin DNA damage 30 min before lysis; hit rate 0.19% among 320,000; Potency, µM (titrated, usually from 57.5 µM), without a hit: at the highest dose activation, actives largely listed as activators; also: potency is read from the fitted curve at half-maximal effect; % of control where 0% means no effect; nearly all actives have a fitted effect of over 45% in size
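ATM-like activity read as KAP-1 phosphorylation via AlphaLISA donor/acceptor antibody pairs after lysis and 6 hr at 25C. Cells were ATM-null patient fibroblasts ([…], hTERT), dosed 60 min, then exposed to the DSB inducer NCS for 30 min.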
ELG1 repair inh = inhibitors of ELG1-dependent DNA repair in HEK293T cells; hit rate 2.3% among 330,000; HEK293T ELG1-luciferase reporter, luminescence, 16 h; DNA damage induced by 5-fluorouridine; Potency, µM (doses to about 46.1 µM), inactives show at the highest dose activity change, negative = inhibition, usual class: inhibitors; also: potency is read from the fitted curve at half-maximal effect; % is scaled to controls: 0 for no effect and ±100 for the full control effect; nearly all actives have a fitted effect of over 55% in size
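Cells (2,000 per well) received 5-fluorouridine plus test compound or DMSO and were incubated 16 hr at 37 °C, 5% CO2. Luciferase activity was read by luminescence 30 min after ONE-Glo addition; signal suppression marked inhibition of damage-induced ELG1 function.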
Eya2 inh = inhibitors of human Eya2 phosphatase activity; O00167; recombinant Eya2, OMFP fluorescence dephosphorylation (OMFP is methylfluorescein phosphate); Potency, µM (highest dose often 76.9 µM), for the others: at the highest dose activity, negative = inhibition, actives largely listed as inhibitors; hit rate 0.006% among 330,000; AID 488837; also: potency is read from the fitted curve at half-maximal effect; % is scaled to controls: 0 for no effect and ±100 for the full control effect
Target sequence (O00167 whole entry, looked up): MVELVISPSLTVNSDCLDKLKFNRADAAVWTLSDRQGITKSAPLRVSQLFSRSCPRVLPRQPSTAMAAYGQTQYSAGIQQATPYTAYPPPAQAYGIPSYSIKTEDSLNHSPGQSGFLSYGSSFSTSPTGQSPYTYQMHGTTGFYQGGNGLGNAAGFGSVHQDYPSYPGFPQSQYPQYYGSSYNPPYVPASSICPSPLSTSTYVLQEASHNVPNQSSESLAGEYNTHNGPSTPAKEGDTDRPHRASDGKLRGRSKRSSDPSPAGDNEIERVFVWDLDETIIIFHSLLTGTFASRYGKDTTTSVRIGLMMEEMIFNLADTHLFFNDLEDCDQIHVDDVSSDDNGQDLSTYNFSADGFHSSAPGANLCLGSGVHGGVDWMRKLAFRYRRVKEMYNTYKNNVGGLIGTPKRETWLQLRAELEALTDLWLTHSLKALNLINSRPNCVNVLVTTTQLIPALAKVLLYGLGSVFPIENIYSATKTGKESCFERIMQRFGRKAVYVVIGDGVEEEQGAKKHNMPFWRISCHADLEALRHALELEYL
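Eya2 (0.2 uM) preincubated 10 min at ambient with compound, then OMFP substrate added at 50 uM; 10 min reaction in 50 mM HEPES pH 7.5, 50 mM NaCl, 5 uM MgCl2, 0.05% BSA, 1 mM DTT. Fluorescence read at Ex 485/Em 525 nm.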
TSHR antag = blocks TSH signaling through the human TSH receptor; TSHR-expressing cells, TSH-stimulated cAMP HTRF, 2 h; stronger effect = lower value; activity change, negative = inhibition, % at 11.5 µM; hit rate 0.2% among 330,000; AID 504810;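 active = activity change below a set negative limit, meaning inhibition stronger than a set level, cut at about -70% in these data; inconclusive = activity change between two set negative limits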; also: % is scaled to controls: 0 for no effect and ±100 for the full control effect
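Inhibition of cAMP made by TSHR-expressing cells under TSH stimulation (4nM final, EC80; 2 h, 37 deg C) is quantified with a one-step lysis HTRF kit, anti-cAMP cryptate versus cAMP-d2.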
Starred values were filed as active, the others as inactive; i = inactive; ? = inconclusive; nt = no result given; [ ] = another dose, or the depositor's remark. Unless noted, calls follow the shape of the dose curve; as a rule, active = well fitted curve in the direction sought with a large enough effect; inconclusive = small, poorly fitted or top-dose-only effect, or another doubt; inactive = no such curve, though single readings can be large; an effect the other way counts as inactive or inconclusive. Not all compounds are listed; the hit share may differ from the screen's.

SMILES	hERG WT inh	TCR activator	USP2a inh	Mito fusion yeast	TRPV1 agonist	KCNH2 3.1 block	AT treatment	ELG1 repair inh	Eya2 inh	TSHR antag
Cc1cnc(NC(=O)Cn2cnc3c2c(=O)n(C)c(=O)n3C)s1	-2	-2%	0%	0%	-5	3	0%	-14%	9%	0
CCOc1ccc(N(CC(=O)N2CCOCC2)S(=O)(=O)c2ccc(SC)cc2)cc1	9	0%	1%	7%	23	0	2%	9%	-22%	3
Cc1nc2c(cc1C(=O)N/N=C/c1ccc(O)c(O)c1)c(=O)n(C)c(=O)n2C	1	-21%[46.1 µM]	0%	-11%	-5	-14	-2%	4%	2%	-3
CCOC(=O)c1cc(C)n(CCc2ccccc2)c1C	-3	-4%	-2%	13%	12	-17	-1%	?	?	-31
COCCc1nnc(NC(=O)C(C)C)s1	4	-4%	0%	-6%	3	-8	0%	0%	-28%	-4
COc1ccc(Br)cc1/C=N/NC(=O)c1ccco1	-10	-2%	-1%	-2%	-2	23	0%	6%	-15%	-6
Fc1ccc(OCc2nn3c(Cn4nnc5ccccc54)nnc3s2)cc1	-6	-1%	3%	1%	0	-21	9%	-13%	4%	-12
O=C1/C(=C\c2ccc(O)cc2)SC(=S)N1Cc1ccccc1	-20	4%	4%	-28%	5	0	3%	3%	?	-14
O=C1CCC(=O)N(O)CCCCCNC(=O)CCC(=O)N(O)CCCCCNC(=O)CCC(=O)N(O)CCCCCN1	-4	-2%	-2%	12%	-1	-1	8%	?	-4%	-1
Cc1nc(-c2ccccc2)cc(N2CCCC2)n1	2	1%	-1%	-5%	3	?	-3%	20%	0%	-5
CC1(C(=O)OCC(=O)Nc2nc(-c3ccc(F)c(F)c3)cs2)CC1(Cl)Cl (configuration not stated)	-4	5%	-3%	2%	2	-22	-5%	?	-14%	-35
CCOC(=O)N1CCN(C(=O)CSc2nc(-c3cccc(C)c3)ns2)CC1	4	nt	-1%	6%	8	3	-3%	-2%	-21%	-8
Cc1cc(C)n(CC(=O)O)c(=O)c1[N+](=O)[O-]	4	nt	0%	-1%	-1	-7	6%	-9%	-2%	15
CC1(C)Cc2cccc(C(=O)Nc3ccc(Cl)cc3)c2O1	2	3%	-1%	16%	3	-12	0%	-5%	-12%	-12
C=CCn1c(-c2cccc([N+](=O)[O-])c2)n[nH]c1=S	-2	4%	-6%	2%	6	1	-5%	?	-3%	1
CCOc1ccccc1N1CCN(Cc2cnc(-c3ccccc3)[nH]2)CC1	-4	0%	-4%	-5%	2	-12	-21%	-14%	-11%	-9
Cc1ccc2oc(-c3cccc(NC(=O)Cc4cccs4)c3)nc2c1	-1	5%	0%	-1%	?	-9	-4%	?	2%	-10
C[C@H](CO)N1C[C@H](C)[C@@H](CN(C)C(=O)Nc2ccccc2)Oc2ccc(NS(=O)(=O)c3cn(C)cn3)cc2C1=O	-6	3%	2%	nt	nt	5	9%	?	3%	-5
CCOC(=O)C1CNc2cc(S(=O)(=O)CC)ccc2O1 (configuration not stated)	-7	12%	0%	-2%	1	1	7%	?	-22%	-1
CN1CCN(C(=O)c2ccc(Cl)cc2)CC1	9	nt	-1%	3%	3	6	7%	1%	0%	21
O=C(CSc1ccc2nnc(-c3ccc(Cl)cc3)n2n1)N1CCCc2ccccc21	1	-2%[46.1 µM]	0%	2%	5	6	14%	?	0%	67
C#CCOCCOCCOCCNc1nc(N2CCN(C(=O)CCCCCCCCCCNC(=O)Cn3cc(C[C@@H](C)O)nn3)CC2)nc(N2CCN(C(=O)CCCCCCCCCCNC(=O)[C@@H](CCSC)n3cc(CCO)nn3)CC2)n1	-26	-4%	-2%	-4%	0	4	11%	-29%	-9%	-18
Cc1cc(NC(=O)C(C)SCC(=O)N(C)CC(=O)Nc2ccccc2C(F)(F)F)no1 (configuration not stated)	-8	2%	-1%	-6%	-3	15	2%	14%	-4%	8
COc1ccc(C2C(C(N)=O)=C(C)Nc3nc(-c4ccccc4Cl)nn32)c(OC)c1 (configuration not stated)	-6	0%[46.1 µM]	2%	1%	1	-3	8%	?	4%	-7
O=C1NCCC/C1=N\Nc1ccc(Br)cc1	1	7%	3%	-3%	2	6	3%	?	14%	-4
Cc1ccc(NC(=O)Nc2cccc(C)n2)c(C)c1	-9	-3%	0%	3%	1	8	-4%	?	-24%	4
COCCCNC(=O)C(=O)N/N=C/c1ccc(OCC(=O)Nc2cccc(Cl)c2C)c(OC)c1	2	-1%	2%	2%	1	8	-1%	-2%	15%	0
CC(C)c1cc(NC(=O)CCl)on1	-1	-1%	0%	-26%	1	-4	-6%	-4%	5%	-10
CN(C)/C=N/S(=O)(=O)c1cccn1-c1ncc(C(F)(F)F)cc1Cl	i	-4%	0%	-1%	-3	-12	4%	12%	-1%	-1
Cc1cc2cc(NC(=O)c3ccco3)ccc2[nH]1	-3	2%	5%	11%	-2	-3	11%	?	2%	16
CC(=O)Nc1ccc(NC(=O)C2CCCN2/C=C/C(=O)C(F)(F)F)cc1 (configuration not stated)	1	0%	3%	9%	5	-9	1%	12%	9%	8
C=CCc1c(C)nc(SCc2ccccc2)[nH]c1=O	2	-3%	0%	4%	0	1	9%	29%	6%	-2
C=CCn1c(O)c(C(CC)=Nc2ccccc2NC(=O)CC)c(=O)[nH]c1=O	-8	-3%	1%	-1%	-1	15	6%	15%	4%	-10
O=S(=O)(NCC1COc2ccccc2O1)c1ccc2ccccc2c1 (configuration not stated)	2	4%[46.1 µM]	-2%	25%	22	5	2%	10%	-10%	-11
C=CCNc1nc(Nc2ccccc2F)nc(OCC)n1	-2	-6%	3%	13%	27	-24	0%	?	-7%	-14
O=C(c1ccc(Cl)cc1)c1cnc(-c2ccc(Cl)cc2)s1	-22	9%	4%	3%	nt	-4	6%	10%	-5%	-7
Cc1cc(C(=O)N2CCN(S(=O)(=O)c3ccc(F)c(Cl)c3)CC2)c(C)o1	11	-2%	1%	-9%	27	-8	-11%	0%	1%	-8
COc1ccc(CC(=O)Oc2ccc(C(C)C)cc2)cc1S(=O)(=O)N1CCOCC1	4	2%	1%	-2%	-3	-12	8%	13%	-22%	2
CCC(c1ccccc1)c1nnc(NC(=O)c2ccco2)s1 (configuration not stated)	0	3%	5%	6%	0	-117*	-5%	?	?	-7
COc1ccc(C(=O)CSc2ccc(-c3ccc(C)cc3)nn2)cc1	2	6%[46.1 µM]	1%	?	?	-8	9%	?	-1%	-10
CCc1ccc(C(C)NC(=O)C2(C)CC2(Br)Br)cc1 (configuration not stated)	1	-13%	0%	13%	14	nt	0%	-13%	-22%	3
CCOc1ccccc1NC(=O)C(=O)CC(=O)c1cccc(OC)c1	-7	-1%	-1%	13%	-2	20	0%	-20%	-6%	22
Cn1c(O)c(N=NC(=O)CNC(=O)c2ccccc2)c2cc(Br)ccc21	7	2%	-1%	3%	0	-6	-2%	12%	-11%	2
O=C(O)CCNC1CCCCC1	-2	5%	-6%	11%	-4	-2	-9%	-3%	-8%	-4
CCOc1ccc(C(=O)Nc2nnc(SCC(=O)NCC3CCCO3)s2)cc1 (configuration not stated)	0	0%	-2%	3%	-3	16	0%	?	4%	6
Cc1noc(/C=C/N(C)C)c1S(=O)(=O)N1CCC(C(=O)NC(C)(C)C)CC1	9	1%	2%	2%	-1	-6	-12%	9%	0%	4
COc1cc2oc(-c3ccc(O)cc3)cc(=O)c2c(OC)c1O	-5	5%	3%	-8%	-4	10	11%	?	7%	13
CCOc1ccc(N2C(=O)CC(N(CCc3ccc(OC)c(OC)c3)C(=O)/C=C/C(=O)O)C2=O)cc1 (configuration not stated)	2	-2%	0%	-5%	8	16	-9%	-1%	-6%	13
Cc1cc(OCc2ccccc2)ccc1/C(O)=C1/C(=O)C(=O)N(Cc2cccnc2)C1c1ccncc1 (configuration not stated)	-8	2%	1%	6%	-1	1	1%	5%	11%	18
O=C(CCCc1ccccc1)NCCc1ccccc1	-10	6%	0%	4%	24	-14	6%	?	6%	0
CN(C)S(=O)(=O)c1ccc(N2CCCC2)c(C(=O)Nc2ccccc2)c1	1	-1%	-1%	-6%	4	2	2%	1%	20%	16
CC(=O)Nc1ccc(NC(=O)c2cc(-c3cc(C)cc(C)c3O)n[nH]2)cc1	2	0%	2%	18%	-5	7	9%	23µM*	20%	7
